H1N1 NS1A inhibition – H1N1 influenza NS1A inhibitors, functional cell based assay (AID 504329). NS1A functional cell-based assay, percent inhibition; higher % means a stronger effect. inhibition, % at 12.5 µM; hits with a dose series show IC50 in µM. hit rate 0.3% among 340,000; in the data active = a potency from the dose series; inconclusive = inhibition above about 27% without an active follow-up result; note: strong numbers were not always called active
H37Rv inhibition – M. tuberculosis growth inhibition, HTS (AID 449762); M. tuberculosis H37Rv growth inhibition, 7H9 media; higher % means a stronger effect; inhibition, % at 25 µM, or IC50 in µM where a hit was titrated; hit rate 0.59% among 330,000; in the data active = a potency from the dose series; inconclusive = inhibition above about 70% without an active follow-up result;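 note: bacterial growth assessed after seven days of incubation; strong numbers were not always called active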
tuberculosis growth – growth inhibition of non-replicating M. tuberculosis (AID 488890) | Mycobacterium tuberculosis non-replicating, growth inhibition; higher % means a stronger effect | inhibition, % at 25 µM; hits with a dose series show IC50 in µM | hit rate 0.39% among 320,000; in the data active = a potency from the dose series; inconclusive = inhibition mostly from about 82% at the one dose, without a potency; inactive = the rest, 99 in 100 with inhibition below about 76%;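 note: plate controls were DMSO cells for no effect and high antibiotic wells for full effect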
inhibitors of VEEV – inhibitors of VEEV TC-83 cytopathic effect, confirmation, Vero cells (AID 588727); Vero cells, VEEV TC-83 cytopathic effect inhibition; higher % means a stronger effect; hit rate 0.13% among 350,000; inhibition, % at 20 µM; hits with a dose series show IC50 in µM; in the data active = a potency from the dose series; inconclusive = inhibition mostly from about 14% at the one dose, without a potency; inactive = the rest, 99 in 100 with inhibition below about 12%; note: strong numbers were not always called active
PhoP GFP inhibition – PhoP regulon inhibitors, Salmonella typhi PhoP promoter GFP reporter, confirmatory (AID 1850) | hit rate 0.33% among 310,000 | Salmonella Typhi PhoP-promoter GFP reporter, fluorescence, 4 h; higher % means a stronger effect | one-dose inhibition, % at 50 µM; IC50 in µM for titrated hits; in the data active = a potency from the dose series; inconclusive = inhibition mostly from about 25% at the one dose, without a potency; inactive = the rest, 99 in 100 with inhibition below about 19%;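 note: 0% = induced wells with vehicle and 100% = uninduced wells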
inhibitors of VEEV 10K pilot screen – further read-out of inhibitors of VEEV, marked with its call; inhibition, %; measured here: 10K pilot screen inhibition
* hit, by the source's call; i = inactive; ? = inconclusive; / = not tested or not shown.

SMILES	H1N1 NS1A inhibition	H37Rv inhibition	tuberculosis growth	inhibitors of VEEV	PhoP GFP inhibition	others
CC(C)[C@H](NC(=O)OCc1ccccc1)C(=O)OCC(=O)N1CCN(c2ccccc2)CC1	12%	3%	16%	0.6%	5%
CCc1nnc(SCc2cccc(F)c2)nc1CC	1%	-5%	19%	1.9%	7%
COc1ccc(CC(NC(C)=O)C(=O)NC2CCN(S(=O)(=O)c3ccc(NC(C)=O)cc3)CC2)c(OC)c1 (stereo not given)	0%	6%	6%	1.2%	2%
Cc1ccc(C(=O)Oc2cc(N)n(S(=O)(=O)c3ccc(F)cc3)n2)cc1	5%	0%	3%	i	6%
O=C(O)CCCNC(=O)OCc1ccccc1	10%	-2%	-8%	0.0%	-5%
Cc1ccc(-n2c(SCC(=O)N/N=C/C=C/c3ccccc3[N+](=O)[O-])nc3ccccc3c2=O)cc1	3%	-8%	13%	8.5%	0%
CCc1cccc(NC(=O)CSC2=NS(=O)(=O)c3ccccc32)c1	22%	3%	?	2.0%	37µM*
O=C(Cn1cnc2ccccc2c1=O)Nc1ccc(-c2nnc3n2CCCCC3)cc1	22%	-1%	-1%	i	4%
Cn1nc(C(=O)N2CCN(C(c3ccccc3)c3ccccc3)CC2)c2ccccc2c1=O	7%	0%	28%	3.6%	-3%
Cc1ccc(NC(=O)CN(C)C(=O)c2nn(C)c(=O)c3ccccc23)cc1	0%	-2%	1%	1.1%	2%
Clc1ccc(OCCOCCNCc2ccccc2)cc1Cl	-2%	16%	?	i	-10%
CCn1c(=O)cc(OCC(=O)NCc2ccc(C)o2)c2ccccc21	5%	0%	21%	0.6%	5%
CCCc1nc2oc3c(NCC(C)O)ncnc3c2c2c1CCCC2 (stereo not given)	/	0%	8%	8.8%	11%
CCC(C(=O)NC1CCCCCC1)n1nc(C)c2c(C)n(-c3ccccc3)nc2c1=O (stereo not given)	10%	-1%	34%	0.2%	-25%
CCCCCC(=O)N1CC2(CC(c3cccc(NC(=O)[C@@H]4CCC(=O)N4)c3)=NO2)C[C@@H]1C(N)=O (stereo not given in full)	1%	-12%	11%	0.0%	-11%
CCOCC(=O)Nc1cc(S(=O)(=O)N2CCOCC2)ccc1N1CCCCC1	4%	2%	29%	5.3%	-5%
CCCCc1nnc(NC(=O)c2ccccc2OCc2c(C)noc2C)s1	-5%	-6%	2%	1.8%	10%
c1cncc(-c2noc(CC3CCCCC3)n2)c1	2%	5%	1.2µM*	2.4%	-7%
Cn1nnnc1SCC(=O)N1N=C(c2cccs2)CC1c1cccs1 (stereo not given)	-6%	-5%	3%	1.2%	/
O=C(Nc1cccc(S(=O)(=O)N2CCCCC2)c1)c1cc(=O)[nH]c2ccccc12	3%	1%	16%	7.1%	/
Cc1cc(NC(=O)Cc2ccsc2)ccc1Br	0%	?	26%	1.1%	-7%
CCCCc1c(O)nc(SCC(=O)Nc2ccc(C)cc2)n(-c2ccc(OC)cc2)c1=O	3%	-6%	-4%	1.0%	4%
CN1CCN(S(=O)(=O)c2cccc(C(=O)NCc3ccc(Cl)cc3)c2)CC1	1%	3%	-1%	0.7%	10%
O=C(CSCc1ccccc1)Nc1ccccc1C(=O)Nc1ccc(C(=O)O)cc1	2%	-2%	-12%	i	3%
CCCSc1nc(C)cc(C)c1S(=O)(=O)c1ccccc1C	-2%	1%	19%	4.5%	12%
CN1CCN(C(=O)c2ccccc2NC(=O)c2cccc(Cl)c2)CC1	-8%	-7%	-3%	1.7%	-5%
CC1Cc2nc(SCC(=O)Nc3ccc4c(c3)OCO4)n(Cc3ccccc3)c(=O)c2S1 (stereo not given)	-2%	-7%	34%	i	-2%
COCC(C)NC(=O)CSc1nnc(-c2cccc(S(=O)(=O)N3CCCCC3)c2)o1 (stereo not given)	-13%	0%	4%	i	-1%
COc1cc(OC)cc(C(=O)N2CCN(c3ccc(N4CCOCC4)nn3)CC2)c1	-2%	-1%	1%	1.1%	-4%
Cc1cccc(N(C)S(=O)(=O)c2nnc(NC(=O)c3ccco3)s2)c1	-2%	25%	51%	1.2%	11%
Cc1ccc(NS(=O)(=O)c2ccc(-c3cnc(C4CC4)o3)cc2)cc1	1%	-2%	8%	i	-21%
Cc1ccc(NC(=O)c2cccc(N3C(=O)C4C5C=CC(C5)C4C3=O)c2)cc1C (stereo not given)	-14%	0%	6%	9.8%	3%
CC(=O)C1=C(c2ccccc2)NC(=O)NC1c1ccc(O)c(O)c1 (stereo not given)	3%	18%	-16%	0.6%	6%	inhibitors of VEEV 10K pilot screen=1.2
O=C(CSc1nc2ccccc2s1)CSc1nc2ccccc2s1	-9%	12%	27%	0.3%	-3%
Cc1cc2nncn2c(Cc2ccccc2)n1	-2%	-5%	5%	1.8%	0%
COc1ccc(Cl)cc1NC(=O)Cn1nnc(C(=O)NCCc2ccc(OC)c(OC)c2)c1N	-3%	7%	5%	i	7%
O=C1CSC(c2cccc([N+](=O)[O-])c2)N1CCc1ccccc1 (stereo not given)	2%	4%	13%	0.8%	2%
CCOC(=O)CSc1nc(N2CCOCC2)c2c(c1C#N)CC(C)(C)OC2	17%	?	?	7.0%	-4%
COc1ccc(N2CCN(C(=O)NCc3ccc(C)cc3)CC2)cc1	6%	6%	3%	3.1%	9%
c1ccc2c(-c3csc(-c4ccncc4)n3)c[nH]c2c1	-11%	2%	22%	6.0%	-2%
COc1ccc(CCC(=O)O)c(O)c1	8%	-8%	-9%	i	8%
CCc1nn(CC(=O)NCCN2CCN(C)CC2)c(=O)c2cc3c(OC)cccc3n12	-2%	7%	-4%	1.9%	-14%
CN(C)c1ncnc(N(C)C)c1[N+](=O)[O-]	-2%	-8%	7%	0.6%	10%
Cc1ccc(S(=O)(=O)Nc2cc(C(F)(F)F)ccc2N2CCOCC2)cc1C	-3%	3%	-10%	1.1%	-3%
COc1cc(/C=N/NC(=O)Cc2ccccc2)cc([N+](=O)[O-])c1O	-1%	1%	12%	0.6%	-4%
CCC(OC(=O)CC1Sc2ccccc2NC1=O)C(=O)NCC1CCCO1 (stereo not given)	7%	10%	17%	1.1%	-4%
CCCCNC(=O)Nc1ccccc1C(=O)Nc1ccc(OC)cc1	-19%	-7%	-16%	i	0%
CCCc1nnc(NC(=O)CCC(=O)N2CCN(CCOC(c3ccccc3)c3ccccc3)CC2)s1	0%	?	5%	0.9%	6%
CCOc1ccccc1NC(=O)c1ccc2ccccc2c1	2%	?	38%	0.6%	-4%
O=C(CN1CCOCC1)NCc1ccccc1Cl	10%	4%	3%	0.5%	9%
O=C(C1CC1)N1N=C(c2ccc(F)cc2)CC1(O)C(F)(F)F (stereo not given)	0%	1%	-20%	i	6%
Cn1c(Cn2c(=O)sc3ccccc32)nnc1SCC(=O)NCC1CCCO1 (stereo not given)	6%	-6%	-18%	0.8%	5%
CCOP(=O)(c1ccc(N(C)C)cc1)C(O)c1ccc(Cl)cc1 (stereo not given)	3%	3%	0%	1.5%	2%
COc1cc(OC)cc(C(=O)N[C@H](C(=O)NC2=NCCS2)C(C)C)c1	-10%	1%	2%	0.4%	/
COc1ccc(NC(=O)N(Cc2cc3cc(OC)ccc3[nH]c2=O)CC2CCCO2)cc1 (stereo not given)	-16%	0%	9%	11%	-12%
O=C(Nc1ccc(Cl)cc1)N1CCN(c2ccc3nnc(-c4ccc(F)cc4)n3n2)CC1	27%	14µM*	-11%	i	1%
COc1ccc(NC(=O)c2sc(N)nc2-c2ccccc2)cc1	-17%	2%	7%	0.4%	0%
O=[N+]([O-])c1ccc(SCc2c(F)cccc2Cl)nc1	3%	3%	20%	2.9%	-8%
COc1cc(C2c3c(-c4cc(C)cc(C)c4O)n[nH]c3C(=O)N2CCCO)cc(OC)c1OC (stereo not given)	2%	-5%	-11%	4.9%	1%	inhibitors of VEEV 10K pilot screen=2.4
CC(=O)Nc1cccc(NC(=O)CSc2nccn2Cc2ccco2)c1	3%	-3%	15%	1.2%	2%
Next records.
SMILES	H1N1 NS1A inhibition	H37Rv inhibition	tuberculosis growth	inhibitors of VEEV	PhoP GFP inhibition	others
CN1[C@@H]2CC[C@H]1CC(OC(=O)c1c[nH]c3ccccc13)C2 (stereo not given in full)	6%	0%	-13%	1.3%	-18%
CCOc1ccc(Cc2nnc(SCC(N)=O)n2C)cc1	-9%	-6%	-16%	0.1%	-1%
O=C(O)c1csc(-c2cccc(Cl)c2)n1	-5%	1%	26%	2.6%	-17%
O=C(NCc1ccccc1)c1ccc(NS(=O)(=O)c2cccs2)cc1	-10%	-11%	14%	1.9%	/
O=C(CSc1cccc2cccnc12)N/N=C/c1ccncc1	3%	1%	1%	1.5%	20%
COc1ccc(CN2CC(=O)N(c3cc(Cl)ccc3OC)C2=S)cc1OC	-16%	1%	-1%	i	-14%
CCCCCCCCNc1nc(Cl)nc(NCc2ccco2)n1	0%	9%	-3%	1.8%	1%
O=C(Nc1ccc(S(=O)(=O)N2CCOCC2)cc1)C1CC1	9%	13%	-9%	3.5%	8%
Cc1nn(Cc2ccccc2Cl)c(C)c1N	6%	4%	12%	5.0%	4%
CN1CCN(C(=O)C2CCCN(S(=O)(=O)c3ccc(F)cc3)C2)CC1 (stereo not given)	6%	-2%	-3%	0.9%	6%
COc1cccc(CC(=O)Nc2nc(-c3cc(OC)ccc3OC)cs2)c1	-9%	7%	16%	4.7%	4%
O=C(CSc1nnc(-c2ccc(S(=O)(=O)N3CCOCC3)cc2)o1)c1ccccc1F	-10%	0%	-6%	i	-3%
CC(=O)c1cccc(NC(=S)N2CCC(Cc3ccccc3)CC2)c1	-3%	1%	18%	1.1%	0%
Cc1ccccc1N(C)C(=O)c1coc(=O)c2ccccc12	1%	-2%	-5%	4.5%	-1%
CCOc1ccc(NC(=O)COC(=O)CC2CCCCC2)cc1	-8%	-3%	-5%	1.0%	/
O=C(O)c1cc(S(=O)(=O)Nc2ccc3cn[nH]c3c2)ccc1O	-4%	-13%	-7%	1.1%	/
O=[N+]([O-])c1ccccc1/C=N/Nc1nc(N2CCCC2)nc(N2CCCC2)n1	4%	3%	/	4.6%	5%
COC(=O)c1c(NC(=O)CCC(=O)O)sc(Cc2ccccc2)c1C	-3%	-3%	5%	3.1%	7%
O=C(OCCc1cc2ccccc2c(=O)o1)c1ccc(F)cc1	8%	12%	70%	0.7%	/

Of the compounds above, 15 have an aryl methoxy group:
SMILES	H1N1 NS1A inhibition	H37Rv inhibition	tuberculosis growth	inhibitors of VEEV	PhoP GFP inhibition	others
COc1ccc(CC(NC(C)=O)C(=O)NC2CCN(S(=O)(=O)c3ccc(NC(C)=O)cc3)CC2)c(OC)c1 (stereo not given)	0%	6%	6%	1.2%	2%
CCCCc1c(O)nc(SCC(=O)Nc2ccc(C)cc2)n(-c2ccc(OC)cc2)c1=O	3%	-6%	-4%	1.0%	4%
COc1cc(OC)cc(C(=O)N2CCN(c3ccc(N4CCOCC4)nn3)CC2)c1	-2%	-1%	1%	1.1%	-4%
COc1ccc(Cl)cc1NC(=O)Cn1nnc(C(=O)NCCc2ccc(OC)c(OC)c2)c1N	-3%	7%	5%	i	7%
COc1ccc(N2CCN(C(=O)NCc3ccc(C)cc3)CC2)cc1	6%	6%	3%	3.1%	9%
COc1ccc(CCC(=O)O)c(O)c1	8%	-8%	-9%	i	8%
CCc1nn(CC(=O)NCCN2CCN(C)CC2)c(=O)c2cc3c(OC)cccc3n12	-2%	7%	-4%	1.9%	-14%
COc1cc(/C=N/NC(=O)Cc2ccccc2)cc([N+](=O)[O-])c1O	-1%	1%	12%	0.6%	-4%
CCCCNC(=O)Nc1ccccc1C(=O)Nc1ccc(OC)cc1	-19%	-7%	-16%	i	0%
COc1cc(OC)cc(C(=O)N[C@H](C(=O)NC2=NCCS2)C(C)C)c1	-10%	1%	2%	0.4%	/
COc1ccc(NC(=O)N(Cc2cc3cc(OC)ccc3[nH]c2=O)CC2CCCO2)cc1 (stereo not given)	-16%	0%	9%	11%	-12%
COc1ccc(NC(=O)c2sc(N)nc2-c2ccccc2)cc1	-17%	2%	7%	0.4%	0%
COc1cc(C2c3c(-c4cc(C)cc(C)c4O)n[nH]c3C(=O)N2CCCO)cc(OC)c1OC (stereo not given)	2%	-5%	-11%	4.9%	1%	inhibitors of VEEV 10K pilot screen=2.4
COc1ccc(CN2CC(=O)N(c3cc(Cl)ccc3OC)C2=S)cc1OC	-16%	1%	-1%	i	-14%
COc1cccc(CC(=O)Nc2nc(-c3cc(OC)ccc3OC)cs2)c1	-9%	7%	16%	4.7%	4%
